# High-throughput results as filed in PubChem.
# AmpC detergent: AmpC beta-lactamase inhibition with detergent present; P00811; AmpC hydrolysis of nitrocefin, absorbance 480 nm, 0.01% Triton; Potency, µM (top dose mostly 114 µM), inactives show at the highest dose activity change, negative = inhibition, usual class: inhibitors; actives 0.041% (n = 370,000);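 note: potency is the fitted concentration of half-maximal effect; 0% = no-compound wells and -100% = no-enzyme wells; nearly all actives have a fitted effect of over 25% in size; some results filed as inactive show a strong effect at the top dose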
# Target sequence (P00811 whole entry, looked up): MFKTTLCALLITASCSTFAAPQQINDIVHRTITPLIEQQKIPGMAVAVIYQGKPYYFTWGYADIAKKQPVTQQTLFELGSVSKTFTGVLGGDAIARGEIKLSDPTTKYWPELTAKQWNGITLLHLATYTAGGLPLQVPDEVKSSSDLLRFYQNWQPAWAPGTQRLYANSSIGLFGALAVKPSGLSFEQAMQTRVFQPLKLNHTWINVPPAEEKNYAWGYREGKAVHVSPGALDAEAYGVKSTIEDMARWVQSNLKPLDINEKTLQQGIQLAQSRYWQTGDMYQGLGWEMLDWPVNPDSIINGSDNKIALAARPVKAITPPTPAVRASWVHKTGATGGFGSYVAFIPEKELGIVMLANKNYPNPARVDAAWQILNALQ
#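 20 mM phosphate pH 7.0 + 0.01% (detergent screen) or 0.0001% Triton X-100; 5.3 nM AmpC reagent; cpd preinc 15 min RT; nitrocefin (800 uM stock) to start; A480 q20 s × 4 min; Activity was normalised to no-enzyme and no-compound control wells.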
# AMA1 RON2 block: disrupts binding of P. falciparum AMA1 to RON2 | AlphaScreen AMA1-biotinylated RON2 peptide binding | Potency, µM (titrated, usually from 58.2 µM), inactives show at the highest dose activity change, negative = inhibition, actives largely listed as inhibitors | actives 0.2% (n = 360,000);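 note: potency is the fitted concentration of half-maximal effect; 0% = vehicle wells and -100% = peptide control; nearly all actives have a fitted effect of over 45% in size; some results filed as inactive show a strong effect at the top dose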
#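 AMA1 (3D7) with his tag at 25 nM final met compounds first, then biotinylated RON2 peptide at 25 nM; detection used donor plus acceptor beads, 10 µg/mL apiece, read by AlphaScreen after 30 min at room temperature.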
# LmPK inhibitor: blocks Leishmania mexicana pyruvate kinase activity; Q27686; purified LmPK, Kinase-Glo ATP luminescence, 1 h; Potency, µM (top dose mostly 57.5 µM), for inactives: at the top dose activity change, negative = inhibition, most hits filed as inhibitors; actives 0.37% (n = 290,000); AID 1721; note: potency is the fitted concentration of half-maximal effect
# Target sequence (Q27686 whole entry, looked up): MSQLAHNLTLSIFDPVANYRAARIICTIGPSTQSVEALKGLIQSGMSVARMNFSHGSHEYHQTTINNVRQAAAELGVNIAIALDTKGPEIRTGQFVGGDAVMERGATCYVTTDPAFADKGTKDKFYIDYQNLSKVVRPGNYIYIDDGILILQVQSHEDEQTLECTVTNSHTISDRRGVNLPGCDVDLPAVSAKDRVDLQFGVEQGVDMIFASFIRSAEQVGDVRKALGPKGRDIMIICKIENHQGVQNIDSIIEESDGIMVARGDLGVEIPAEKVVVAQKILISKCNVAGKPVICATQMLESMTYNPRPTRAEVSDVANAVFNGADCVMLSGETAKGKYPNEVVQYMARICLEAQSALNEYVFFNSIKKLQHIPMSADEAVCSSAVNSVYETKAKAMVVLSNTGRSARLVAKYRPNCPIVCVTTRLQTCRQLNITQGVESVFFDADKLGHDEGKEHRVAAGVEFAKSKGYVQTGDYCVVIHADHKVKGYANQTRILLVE
#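 qHTS format; LmPK 0.1 nM; substrates PEP 0.5 mM and ADP 0.1 mM. One-hour room-temperature incubation, then coupled luciferase luminescence; 0.5 nM enzyme wells mark activation.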
# AmpC inh no detg: inhibitors of E. coli AmpC beta-lactamase without detergent; P00811; AmpC nitrocefin hydrolysis, absorbance 480 nm, 0.0001% Triton; Potency, µM (highest dose often 57.1 µM), for inactives: at the top dose activity change, negative = inhibition, hits mostly inhibitors; actives 0.52% (n = 330,000); AID 485341;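 note: potency is the fitted concentration of half-maximal effect; plate controls were no compound for no effect and no enzyme for full effect; nearly all actives have a fitted effect of over 20% in size; some results filed as inactive show a strong effect at the top dose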
#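 20 mM phosphate pH 7.0 + 0.01% (detergent screen) or 0.0001% Triton X-100; 5.3 nM AmpC reagent; cpd preinc 15 min RT; nitrocefin (800 uM stock) to start; A480 q20 s × 4 min; Activity was normalised to no-enzyme and no-compound control wells.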
# HCMV inh: human cytomegalovirus inhibition | HFF cells, HCMV-luciferase reporter, 72 h; active compounds read low | AID 1259415 | actives 4.5% (n = 410,000) | activity change, negative = inhibition, % at 57.5 µM; in the data active = activity change below about -60%; inconclusive = no clear call, values can overlap the other calls; inactive = above about -39%
#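 After 16 h attachment at 37C, HFF cells received test compound and HCMV-luciferase (1 PFU/cell); reporter luminescence read 72 h later, data normalized against buffer-only and known inhibitor Salinomycin.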
# Sm TGR inh: inhibitors of Schistosoma mansoni thioredoxin glutathione reductase. Q962Y6. Potency, µM (highest dose often 114 µM), for inactives: at the top dose activity change, negative = inhibition, hits mostly inhibitors. purified TGR, DTNB reduction, TNB absorbance 405 nm. actives 3% (n = 360,000); note: potency is the fitted concentration of half-maximal effect; nearly all actives have a fitted effect of over 60% in size
#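 First, TGR (20 nM dispensed) and NADPH were mixed with compound. Second, a 15 min room-temperature incubation followed. Third, further NADPH and then DTNB were added to start the reaction. Finally, TNB absorbance was monitored kinetically.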
# TbPYK inhibitor: blocks Trypanosoma brucei pyruvate kinase | AID 624173 | actives 0.12% (n = 410,000) | Potency, µM (series often up to 76.8 µM), for the others: at the highest dose activity, negative = inhibition, hits mostly inhibitors | TbPYK enzyme, Kinase-Glo Plus ATP luminescence, 45 min | Q57TT1; note: potency is the fitted concentration of half-maximal effect; nearly all actives have a fitted effect of over 50% in size
#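 Luminescent Kinase-Glo Plus end-point after 45 min room-temperature reaction of T. brucei pyruvate kinase started with 130 uM ADP (final). Buffer TEA 50 mM pH 7.2 with KCl, MgCl2, BSA, Tween-20; titration-based qHTS with fitted concentration-effect curves.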
# Starred values were filed as active, the others as inactive; ? = inconclusive; . = not tested or not shown; & = joins results of further samples; [ ] = remark or other dose. Unless noted, calls come from the whole dose curve; as a rule, active = well fitted curve in the direction sought with a large enough effect; inconclusive = small, poorly fitted or top-dose-only effect, or another doubt; inactive = no such curve, though single readings can be large; an effect the other way counts as inactive or inconclusive. Unless noted, % is set by controls: 0 for no effect and ±100 for the full control effect.
SMILES	AmpC detergent	AMA1 RON2 block	LmPK inhibitor	AmpC inh no detg	HCMV inh	Sm TGR inh	TbPYK inhibitor
CN(C)c1ccc(/C=N/NC(=O)c2ccc(NC(=O)c3ccccc3)cc2)cc1	0%	-14%	0%	-58%	-21	3%	6%
CCN(CC)C(=O)C1=C(C)N(CCCN2CCCC2=O)C(=O)C(CC(=O)NCc2cccc3ccccc23)C1 (stereo not drawn)	.	15%	.	.	1	.	-6%
C#Cc1ccc([C@H]2C=C(C(=O)OCC=C)O[C@@H](OCC)[C@@H]2CCCO)cc1	8%	-28%	4%	141%[activator]	5	-4%	-18%
Cc1ccc(C(=O)N/C(=C\c2cn(C)c3ccccc23)C(=O)N2CCOCC2)cc1	-11%	-11%	1%	83%[activator]	-10	-4%	0%
CCCCNc1c(-c2ccc(SC(C)CC)cc2)nc2ccccn12 (stereo not drawn)	6%	6%&-28%	.	-8%	3&33	-4%	-19%&-9%
COc1cc(C(=O)N/N=C/c2ccc(OC(=O)c3cccc(C)c3)cc2)ccc1O	-12%	-21%	9%	-37%	11	-5%	-4%
COc1cc(NC(=O)c2ccc(C)cc2C)ccc1NC(=O)c1cccs1	-12%	-5%	8%	-26%	-14	-4%	5%
Cc1ccccc1NC(=O)Cc1nc(COC(=O)Cc2c(F)cccc2Cl)cs1	7%	3%	.	-14%	0	2%	-10%
O=C(CSc1nc(-c2ccccc2)cs1)Nc1nccs1	-1%	-10%	-1%	-50%	-34	-5%	2%
CC(OC(=O)c1ccc(Cl)c(S(=O)(=O)N2CCc3ccccc32)c1)C(=O)Nc1ncc(Cl)cc1Cl (stereo not drawn)	-8%	11%	-1%	-21%	-30	-3%	-1%
Cc1ccccc1C(=O)NCC(=O)OCC(=O)NNC(=O)c1ccccc1F	.	27%	.	.	-26	.	-3%
CCCCCCn1c(=O)c(-c2ccccc2)c(O)c2ccccc21	-11%	12%	2%	-25%	3	7%	2%
C#CCN1C=C(C(=O)OCC)C(C)N(Cc2ccccc2I)S1(=O)=O (stereo not drawn)	.	0%	.	-12%	-30	.	3%
Cc1cccc(-n2nnnc2SCC(=O)NCC2CCCO2)c1 (stereo not drawn)	-14%	2%	-2%	-9%	-1	11%	6%
CC(C)(C)OC(=O)C(C)(C)O/N=C(\C(=O)O)c1csc(N)n1	-4%	-8%	-5%	-16%	35	.	1%
Cn1c(N)c(C(=O)COC(=O)C2CC(=O)N(Cc3ccccc3)C2)c(=O)n(C)c1=O (stereo not drawn)	-8%	-4%	1%	12%	1	-4%	2%

# Part of the list above, limited to LmPK inhibitor, AMA1 RON2 block and AmpC inh no detg.
Structure | LmPK inhibitor | AMA1 RON2 block | AmpC inh no detg
O=C(CSc1nc(-c2ccccc2)cs1)Nc1nccs1 | -1% | -10% | -50%
C#CCN1C=C(C(=O)OCC)C(C)N(Cc2ccccc2I)S1(=O)=O (stereo not drawn) | . | 0% | -12%
COc1cc(C(=O)N/N=C/c2ccc(OC(=O)c3cccc(C)c3)cc2)ccc1O | 9% | -21% | -37%
CCCCCCn1c(=O)c(-c2ccccc2)c(O)c2ccccc21 | 2% | 12% | -25%

# (continued)
SMILES	AmpC detergent	AMA1 RON2 block	LmPK inhibitor	AmpC inh no detg	HCMV inh	Sm TGR inh	TbPYK inhibitor
COc1ccc(NS(=O)(=O)c2cccc(C(=O)NNC(=O)CNC(=O)c3ccccc3F)c2)cc1	?	52%[activator]	.	-14%	-17	6%	-11%
CC1CCCN(C(=O)c2nn(C)c3c2CSc2ccccc2-3)C1 (stereo not drawn)	-7%	-2%	-2%	31%	-9	?	?
O=C(Nc1ccc2c(c1)OCO2)C1Cc2c(-c3ccc(Cl)cc3)ccnc2O1 (stereo not drawn)	.	?	.	.	?	.	1%
O=C(Cc1ccccc1)N1CCN(Cc2ccc([N+](=O)[O-])cc2)CC1	-3%	?	-3%	-10%	?	-11%	4%
CCOc1ccc(CCNC(=O)c2ccc(CS(=O)Cc3cccc(Cl)c3)o2)cc1 (stereo not drawn)	?	0%	-3%	90%[activator]	0&-25	?	-25%&1%
Cc1cccc(NC(=O)CSc2ccc(-c3ccc4c(c3)OCO4)nn2)c1C	-2%	-9%	0%	-15%	-13	4%	-7%
Cc1ccc(-n2c3c(cc(C(=O)NC4CCSC4=O)c2=O)C(=O)CCC3)cc1 (stereo not drawn)	?	8%	1%	-5%	6	79µM*	1%
CCC(=O)N=c1sc2cc([N+](=O)[O-])ccc2n1CCOC	?	1%	-4%	-14%	-15	-8%	2%
O=C(Oc1c(Cl)cc(Cl)c2cccnc12)c1cccs1	?	68%[activator]	5%	-23%	?	?	10%
Fc1ccc(NC(=S)NCCN2CCOCC2)c(F)c1F	-12%	5%	3%	-2%[2.29 µM]	?	4%	-16%
CCOC(=O)CNC(=O)c1c(C)nn(-c2ccccc2)c1Cl	1%	1%	0%	-7%	5	3%	-2%
CC1C(=O)Nc2ccc(S(=O)(=O)NCc3ccc(Cl)cc3)cc2NC1=O (stereo not drawn)	2%	6%	2%	-12%	15	-26%	7%
CC1(C)ON(C2CCCCC2)[C@H]2c3nc4ccccc4n3C[C@H]21	-16%	-4%	3%	3%	23	-13%	-9%
CCOC(=O)CC(NC(C)=O)c1ccc([N+](=O)[O-])cc1 (stereo not drawn)	4%	17%	-3%	-29%	-16	8%	-6%
Cc1nc(CC(=O)N/N=C/c2ccc(OCC(=O)O)cc2)cs1	-15%	28%	-5%	0%	-40	1%	20%
CN(CC(=O)Nc1ccc(F)c(F)c1F)C(=O)CCCc1nc2ccccc2c(=O)[nH]1	-8%	5%	.	-16%	-15	1%	-1%
Cc1ccccc1CN1CCN(C(C)C(=O)NCc2ccccc2)CC1 (stereo not drawn)	-9%	-5%	-6%	36%	-36	-2%	1%
CCN(CC)C(=O)C(Sc1ccccc1)c1ccccc1 (stereo not drawn)	?	4%	4%	-11%	-16	4%	3%
CCCc1nn2c(-c3ccccc3)nnc2o1	.	13%	.	.	-15	.	2%
Cc1cccc(C)c1NC(=O)/C(C#N)=C/c1ccsc1	-11%	19%	-3%	-24%	-32	1%	-12%
CC(C)(C)OC(=O)NC(Cc1ccccc1)C(=O)NC(CSC1CCCCO1)C(=O)NN (stereo not drawn)	3%	24%	4%	59%	7	-12%	3%
COC(=O)c1ccc2c(=O)[nH]c(CSc3nc(C)cs3)nc2c1	0%	2%	-21%	-28%	-27	-20%	-17%
CCOC(=O)c1cc(C(=O)Nc2sc3c(c2C#N)CCCC3)nn1C	7%	2%	4%	-12%	4	15%	-24%
CC12CCC(O)CC1=CCC1C2CCC2(C)C1CCC21CCC(=O)O1 (stereo not drawn)	-4%	11%	-5%	1%	8	2%	9%

# (list continues)
# Values run as follows: AmpC detergent | AMA1 RON2 block | LmPK inhibitor | AmpC inh no detg | HCMV inh | Sm TGR inh | TbPYK inhibitor
> O=C(OCC(=O)N1CCN(C(=O)c2ccco2)CC1)c1ccccc1OCc1ccc(Cl)cc1
→ -1% | 0% | 9% | 126%[activator] | -13 | 0% | 3%
> COC(=O)/C=c1\[nH]c2nnc(C)n2c1=O
→ 1% | 36%[activator] | 1% | 9% | 5 | -10% | 28%
> Cc1nnc(Sc2nc3c(c(=O)[nH]c(=O)n3C)n2Cc2ccccc2)s1
→ 2% | 0% | -9% | -14% | -12 | 2% | -1%
> O=C(c1ccc(S(=O)(=O)N2CCCCC2)cc1)N1CCN=C1SCc1cccnc1
→ -12% | 3% | 2% | -10% | -27 | 4% | -1%
> O=C(O)CCC(=O)NNC(=O)COc1cccc(Cl)c1
→ 1% | 13% | 5% | -16% | 0 | 8% | -2%
> O=C(O)CCc1ccc(-c2ccc(Br)cc2)n1NC(=O)c1ccc([N+](=O)[O-])cc1
→ 5% | -4% | 9% | -29% | ? | 45µM* | 0%
> O=c1c2oc3ccccc3c2n(Cc2cccc(F)c2)c(=O)n1Cc1ccco1
→ 16% | . | . | . | -4 | -31% | -2%
> CN(C)C(=O)c1ccc(NC(=O)c2sccc2-c2ccccc2)cc1
→ 1% | 83%[activator] | 0% | 15% | -5 | -5% | -1%
> COc1ccc(NC(=O)c2sc3nc4c(cc3c2N)CCCCCC4)cc1OC
→ 3% | . | . | . | -24 | -2% | -5%
> CCOC(=O)c1nnn(CC(=O)NC(=O)Nc2ccccc2)c1C(=O)OCC
→ 2% | -3% | 3% | -22% | -17 | -3% | 2%
> CCn1c(=O)c([N+](=O)[O-])c(NCCc2ccccc2)c2ccccc21
→ -1% | -9% | 2% | -26% | . | 1% | 2%
> COc1ccc(NC(=O)c2cc3c(-c4ccc(OC)c(OC)c4)nn(C)c3s2)cc1OC
→ 1% | -13% | 5% | 114%[activator] | -97* | -15% | 0%
> CCOC(=O)CSc1nc(-c2ccccc2)nc2ccc(F)cc12
→ -11% | 22% | -3% | -29% | 46 | 6% | 3%
> OC[C@H]1O[C@@H](c2nc(-c3ccc(C4OCCO4)cc3)no2)[C@H](O)[C@@H]1O
→ . | 5% | . | . | 3 | . | -2%
> CSCC(=O)N1CCC(n2nccc2NC(=O)c2ccc3c(c2)OCO3)CC1
→ ? | 1% | -2% | -10% | 119 | -11% | -2%
> C=CCSc1nnc2c(n1)-c1cccc3cccc-2c13
→ . | -21% | . | . | 41 | . | -7%
> CC(=O)Nc1cc(-c2ccc(C(=O)N3CCOCC3)cc2)cn2c(-c3ccc(C(C)=O)cc3)cnc12
→ . | 22% | . | . | 18 | . | -2%
> CCn1c(SC(=O)NC2CCCCC2)nnc1-c1cccs1
→ -6% | -7% | -5% | -21% | -5 | 0% | ?
> CC(=O)CCc1c(C)c2cc(C)ccc2[nH]c1=O
→ ? | 5% | 2% | -6% | 51 | -34% | -7%
> O=C(CCSCCC(=O)NCc1cccs1)NCc1cccs1
→ -13% | 3% | -2% | -19% | -27 | 40µM* | -3%
